CaV13 ICDI inh = Primary screen for inhibitors of IQ motif and Ca2+-dependent inactivation inhibitor domain binding in CACNA1D, Förster resonance energy transfer in living cells, …; HEK cells, CFP/YFP FRET ICDI-IQ, plate reader, 10 min; percent FRET-ratio fall versus neutral wells; inhibition, % at 12.3 µM; 340,000 tested, 0.098% active;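 active = mean replicate inhibition of at least 30% and at least 1% of replicates passing that level; inconclusive = only one of the two criteria is met; inactive = neither criterion is met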;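 note: 0% = median of the neutral control wells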
MC4R barr agon = agonists of human melanocortin 4 receptor (MC4R) beta-arrestin | P32245 | U2OS MC4R beta-arrestin complementation, luminescence; percent of melanotan II response, DMSO zero | activation, % at 8.9 µM | 360,000 tested, 0.98% active | AID 540308;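 active = activation above a per-plate cutoff, the mean activation of sample wells on that plate plus 3 SD, cut at about 8% in these data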
Target sequence (P32245 whole entry, looked up): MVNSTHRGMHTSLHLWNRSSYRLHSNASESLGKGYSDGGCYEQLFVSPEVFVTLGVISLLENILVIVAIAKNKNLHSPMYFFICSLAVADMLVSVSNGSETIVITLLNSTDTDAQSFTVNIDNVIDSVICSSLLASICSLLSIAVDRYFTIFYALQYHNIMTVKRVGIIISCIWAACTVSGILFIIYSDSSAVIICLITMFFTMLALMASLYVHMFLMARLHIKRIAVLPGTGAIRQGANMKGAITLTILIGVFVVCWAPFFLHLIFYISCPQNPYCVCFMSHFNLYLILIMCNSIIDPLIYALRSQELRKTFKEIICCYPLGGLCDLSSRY
ABHD5-PLIN5 inh = ABHD5-PLIN5 protein interaction inhibition | Split G. princeps luciferase complementation, luminescence, 4 h | inhibition, % at 4 µM | 360,000 tested, 0.78% active;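 active = inhibition above the mean inhibition across every tested compound plus 3 SD, cut at about 22% in these data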;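 note: 0% = DMSO only wells and the 100% control is not disclosed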
m5-HT2A agonist = activates the mouse 5-HT2A serotonin receptor | CHO-K1 mHTR2A beta-arrestin complementation, luminescence; percent of 30 µM serotonin response | 360,000 tested, 0.66% active | P35363 | activation, % at 7.6 µM;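 active = activation above a run cutoff, the mean activation of all tested compounds plus 3 SD, cut at about 14% in these data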;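 note: 0% = plate median of compound wells and 100% = 30 µM serotonin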
Cardio protect = protects H9c2 cardiomyocytes from peroxide injury; protection from H2O2 cell death, % at 20 µM; H2O2 injury protection, ATPLite, 2 h; 360,000 tested, 0.63% active;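 active = compounds giving at least 50% protection of heart cells from peroxide-induced death in the single-dose screen, raw or plate-pattern-corrected value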;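 note: 0% = DMSO wells with peroxide and 100% = DMSO wells without peroxide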
MC4R antagonist = blocks human MC4R cAMP signaling; AID 540295; 360,000 tested, 0.48% active; MC4R-expressing cells, MTII-stimulated cAMP, LANCE TR-FRET; P32245; inhibition, % at 6.5 µM;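 active = inhibition above its plate's cutoff, the mean of tested wells on that plate plus 3 SD, cut at about 29% in these data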;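 note: 0% = Melanotan II alone and 100% = Melanotan II plus saturating MCL0020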
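material = U2OS cells stably expressing human melanocortin 4 receptor (MC4R) | also added = Melanotan II challenge | dosing = single nominal compound dose of 6.5 µM | detection = TR-FRET with Eu-cAMP and labeled anti-cAMP, 671 nm | replication = singlicate | timing = compound 30 min, challenge 1 h, detection 1 h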
ABCB6 inh 2 = inhibitors of human ABC transporter ABCB6. fluorescence ratio to DMSO, % at 10 µM. 360,000 tested, 0.19% active. K562-ABCB6 porphyrin accumulation, flow cytometry, 1 h; active compounds read low. Q9NP58;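 active = fluorescence ratio to DMSO below 75%, the collection mean minus 3 SD; inconclusive = too few cells collected in the well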;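 note: signal is porphyrin accumulated inside mitochondria; 100% equals median channel fluorescence of DMSO control wells; lower ratio means ABCB6 inhibition with less porphyrin fluorescence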
Granule exo inh = blocks lytic granule exocytosis. TALL-104 LAMP-1 surface exposure, flow cytometry; cells stimulated with thapsigargin and PMA. inhibition, % at 10 µM. 360,000 tested, 0.66% active;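 active = inhibition above about 55%, limit read from the data; inconclusive = no clear call, values can overlap the other calls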
PDI inh = blocks human protein disulfide isomerase activity | inhibition, % at 10 µM | 350,000 tested, 0.052% active | P07237 | AID 588391 | PDI insulin aggregation turbidity, A650, 90 min;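 active = mean inhibition across replicates of 30% or more, whatever share of single replicates reach that level; inconclusive = mean inhibition below 30% while every single replicate reaches 30%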;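 note: absorbance from insulin aggregation driven by PDI reduction with DTT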
Target sequence (P07237 whole entry, looked up): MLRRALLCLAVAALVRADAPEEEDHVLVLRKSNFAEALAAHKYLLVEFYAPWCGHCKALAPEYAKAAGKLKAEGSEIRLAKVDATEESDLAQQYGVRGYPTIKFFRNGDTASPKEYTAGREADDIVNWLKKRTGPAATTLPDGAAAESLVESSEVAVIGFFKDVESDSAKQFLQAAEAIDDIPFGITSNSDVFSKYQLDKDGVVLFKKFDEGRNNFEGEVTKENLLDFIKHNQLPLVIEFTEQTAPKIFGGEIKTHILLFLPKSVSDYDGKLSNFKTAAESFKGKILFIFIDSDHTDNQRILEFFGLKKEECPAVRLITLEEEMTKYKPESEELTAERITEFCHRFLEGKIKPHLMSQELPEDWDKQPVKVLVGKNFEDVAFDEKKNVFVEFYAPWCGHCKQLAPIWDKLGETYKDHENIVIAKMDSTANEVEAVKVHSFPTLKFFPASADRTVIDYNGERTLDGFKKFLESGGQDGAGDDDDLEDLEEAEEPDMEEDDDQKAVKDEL
N-glyco inh = blocks N-linked glycosylation in D54 reporter cells; D54 ERlucT glycosylation luciferase reporter, 24 h; percent of 100 nM tunicamycin response; reporter increase, % at 12.5 µM; 360,000 tested, 0.23% active;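 active = mean luciferase reporter signal, scaled so untreated is 0 and the glycosylation-blocking control 100, at or above a set limit in every replicate; inconclusive = mean reaches the limit but not every replicate does; inactive = mean below the limit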;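 note: luciferase carries N-glycosylation sites so blocking glycosylation raises the light; 0% = median of neutral control wells and 100% = median of 100 nM tunicamycin wells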
Starred values were filed as active, the others as inactive; ? = inconclusive; · = not tested or not shown. The order is random, and some 4.2% of all compounds hit somewhere here.

SMILES	CaV13 ICDI inh	MC4R barr agon	ABHD5-PLIN5 inh	m5-HT2A agonist	Cardio protect	MC4R antagonist	ABCB6 inh 2	Granule exo inh	PDI inh	N-glyco inh
CCC(=O)NCC(c1cccs1)N1CCOCC1 (centres undefined)	-8	-3.0	0	-3	2	-2	96	3	8	0
O=C(Nc1cccn2ncnc12)c1ccc(Cl)cc1Cl	-5	0.0	3	0	0	5	97	-1	-3	-1
COc1ccc(NC(=O)CN(C)C(=O)CCCN2C(=O)c3cccc4cccc(c34)C2=O)cc1	-3	-1.2	9	0	8	6	95	2	-2	0
CCCCN(C(=O)CSc1cc(C)c2ccc(OC)cc2n1)c1c(N)n(Cc2ccccc2)c(=O)[nH]c1=O	-5	-1.3	-4	0	8	0	103	-2	-16	-1
COc1ccc(OC)c(S(=O)(=O)NC2CC(=O)N(c3cccc(F)c3)C2)c1 (centres undefined)	-5	-2.9	1	-1	-5	9	99	1	-2	1
Cn1c(=O)n(C)c2cc(/C=C3/NC(=O)N(Cc4ccccc4)C3=O)ccc21	-10	-1.2	-3	-2	1	2	99	2	-4	9
O=C(Nc1cccc(OC(=O)c2ccc(Br)o2)c1)c1ccccc1	-5	-2.6	0	-1	-9	-2	90	?	-11	1
COc1ccc(NC(=O)C2=CC=CN3CCS(=O)(=O)N=C23)c(OC)c1	-6	-1.9	4	12	6	-4	97	-2	14	1
Cn1c(SCC(=O)NNC(=O)c2ccccc2O)nnc1-c1ccccc1	-2	-0.9	-2	4	13	-5	101	-6	-11	-2
Cc1cccc2[nH]c(CN(C)Cc3nc(CC4CC4)no3)nc12	4	0.3	-2	-1	0	9	100	-2	8	0
COc1ccc(OCC(=O)NCC(c2ccc(OC)cc2)N2CCCCC2)cc1 (centres undefined)	1	-2.4	-2	-5	3	1	97	1	5	-4
Cc1ccc(NC(=O)C2C3CCCC2C3c2ccccc2)cc1C (centres undefined)	-5	-1.8	-8	-5	-4	1	103	-6	0	1
CCC(=O)Nc1ccc(C(=O)NNC(=O)c2cc(OC)c(OC)c(OC)c2)cc1	-4	-1.2	-4	-5	-4	3	94	1	-2	0
CC(=O)Nc1ccc(NC(=O)c2cc(-c3ccc(C)cc3O)n[nH]2)cc1	-15	1.8	4	3	11	12	107	4	-3	-1
COc1ccc2ccccc2c1/C=N/NC(=O)c1ccc(C)nc1	-20	-2.9	-2	-8	1	-10	96	-12	-7	1
O=C(CCC1CCCC1)Nc1ccc(C(=O)NCc2cccnc2)cc1	-3	-1.6	6	7	-5	1	101	-2	4	-2
Cc1cccc(N2CC(C(=O)Nc3nccs3)CC2=O)c1C (centres undefined)	-3	-1.9	-1	5	-4	5	98	-11	7	1
CCn1cc(C(=O)N2CCN(c3ccccc3F)CC2)c(=O)c2ccc(C)nc21	-6	-0.7	-2	15*	-6	-2	106	-2	10	5
Cc1ccc2c(c1)N(CC(=O)N(Cc1ccc3c(c1)OCO3)CC1CCCO1)C(=O)C(C)O2 (centres undefined)	-5	-2.6	4	0	13	1	94	15	7	-1
CC(C)Cn1c(=O)c2ccccc2n2c(CCC(=O)NC3CCN(Cc4ccccc4)CC3)nnc12	-4	-5.9	8	19*	10	-3	98	-2	-3	-2

Some of the entries so far, with bars between the fields:
SMILES | CaV13 ICDI inh | MC4R barr agon | ABHD5-PLIN5 inh | m5-HT2A agonist | Cardio protect | MC4R antagonist | ABCB6 inh 2 | Granule exo inh | PDI inh | N-glyco inh
Cc1cccc(N2CC(C(=O)Nc3nccs3)CC2=O)c1C (centres undefined) | -3 | -1.9 | -1 | 5 | -4 | 5 | 98 | -11 | 7 | 1
CCn1cc(C(=O)N2CCN(c3ccccc3F)CC2)c(=O)c2ccc(C)nc21 | -6 | -0.7 | -2 | 15* | -6 | -2 | 106 | -2 | 10 | 5
Cc1ccc2c(c1)N(CC(=O)N(Cc1ccc3c(c1)OCO3)CC1CCCO1)C(=O)C(C)O2 (centres undefined) | -5 | -2.6 | 4 | 0 | 13 | 1 | 94 | 15 | 7 | -1

Other compounds
SMILES	CaV13 ICDI inh	MC4R barr agon	ABHD5-PLIN5 inh	m5-HT2A agonist	Cardio protect	MC4R antagonist	ABCB6 inh 2	Granule exo inh	PDI inh	N-glyco inh
O=C(Nc1ccc(F)cc1F)c1cccn1-c1ncc(C(F)(F)F)cc1Cl	-7	0.3	-3	1	-1	-3	97	9	5	-1
Brc1ccc2nc(-c3ccco3)c(Cc3ccccc3)n2c1	-4	·	59*	-3	-4	·	100	46	·	-2
O=C(Cc1ccc(Cl)cc1)N/N=C/c1c(Cl)cccc1Cl	-13	-0.7	1	1	-9	14	100	-1	-16	-1
O=C(CCC(=O)N1CCN(S(=O)(=O)c2ccc([N+](=O)[O-])cc2)CC1)N1CCOCC1	-11	1.2	0	-1	-6	17	99	11	7	0
CCOC(=O)c1c(N)sc2c1CCCC2=O	-7	3.3	5	2	5	12	96	-3	0	3
CCOc1ccccc1C1C(C#N)=C(SCC(=O)OC)NC(=O)C1C(=O)OC (centres undefined)	-5	-0.8	-8	2	15	7	90	0	2	1
Fc1ccc(N2C(=S)SC(=Nc3ccccc3)C2=Nc2ccccc2)cc1	-7	-1.1	-1	6	-10	19	95	8	12	4
O=C(Nc1ccc(F)cc1)C(c1ccccc1)N1CCN(S(=O)(=O)c2ccc3ccccc3c2)CC1 (centres undefined)	-4	2.1	-7	-2	4	3	98	-1	-2	-9
Clc1cccc(CNCC2CCCO2)c1Cl (centres undefined)	-5	-1.3	1	2	-4	2	100	-4	-2	0
O=C1CC(c2ccccc2)n2nc(NC(=O)c3ccccn3)nc2N1 (centres undefined)	-4	-1.2	2	-2	10	-2	100	0	-18	3
Cc1ccccc1CSc1nnc2ccc(-c3ccncc3)nn12	-2	5.1	6	-3	15	-8	97	-6	1	-3
Cc1ccc(NNC(=O)c2ccno2)cc1Cl	-20	-1.9	-4	-1	-2	4	99	1	-12	3
CCCN1C2=NS(=O)(=O)CCN2c2ccccc21	-1	0.0	2	-1	3	13	103	3	-2	0
CCOc1ccc(C(=O)NC(C(=O)NCc2ccccc2OC)C(C)C)cc1 (centres undefined)	3	1.2	1	7	1	-6	95	3	-1	0
CC(=O)N1CCCc2cc(S(=O)(=O)NC(C(=O)NC(C)c3ccccc3)C(C)C)ccc21 (centres undefined)	-4	-1.9	2	7	-3	4	90	6	5	-1
CC(C)N(C(=O)CSc1nc2c([nH]1)c(=O)n(C)c(=O)n2C)c1ccccc1	-6	0.6	-10	-3	14	8	102	-2	2	2
OCC1(CCOc2ccccc2)CCN(Cc2nc3ccc(F)cc3[nH]2)CC1	-3	-1.2	9	-9	1	13	86	1	1	1
Cc1ccc(S(=O)(=O)n2nc(-c3ccco3)nc2N)cc1	-1	-2.4	6	2	1	6	96	3	3	-2
COc1cccc(C(=O)Nc2ncc3c(n2)CC(C)(C)CC3=O)c1	·	-0.9	6	4	2	-1	96	-6	3	6
O=C(c1cc2c(s1)CCCCC2)N1CCN(c2ncccn2)CC1	-9	0.2	4	2	-12	9	106	-1	-7	-1
CCOc1ccc(-c2c(C(=O)N/N=C/c3c[nH]c4ccccc34)nnn2-c2nonc2N)cc1	-3	-1.7	10	-1	54*	-10	96	8	15	2
CC1CCN(C(=O)c2[nH]cnc2C(=O)NCC(=O)OCc2ccccc2)CC1	-19	-1.2	7	-4	15	6	118	-2	11	2
Cc1cc(C)[n+](C)n1CC(O)Cn1c2ccccc2c2ccccc21 (centres undefined)	-1	-0.1	7	-3	4	3	111	0	14	5
Cc1ccc(S(=O)(=O)NN2C(=O)c3ccccc3NC2c2ccco2)cc1 (centres undefined)	-5	-0.6	2	4	4	16	102	3	-5	2
O=C(Nc1ncccn1)C1CCCCC1	-3	-1.4	-5	-1	-2	3	101	-7	6	3
COc1ccc(CC(=O)OCC(=O)NCCc2ccccc2)cc1OC	-5	-1.6	0	-3	-3	1	99	-2	-8	2
Cc1cc(C(=O)O[C@H]2[C@H](C)NS(=O)(=O)[C@H]3C[C@@H]4C=C[C@]23O4)cc([N+](=O)[O-])c1	-6	-2.6	1	2	11	2	101	-4	-1	1
COc1ccc(N(C(=O)c2ccc(Cl)cc2)C2=CC3CCC(C2)N3C)cc1 (centres undefined)	-7	0.0	12	-2	11	1	97	0	17	3
Cc1cccc(/C=N/NC(=O)c2cc(C3CC3)nc3ccccc23)n1	-7	0.9	8	-10	45	-5	111	4	8	1
CCOc1ccc(S(=O)(=O)Nc2ccc(C(=O)NCC(c3ccco3)N(C)C)cc2)cc1 (centres undefined)	-6	-0.3	0	-9	-4	-2	97	-2	2	-2
CC(=O)OC1CC2(C)C(C(C)=O)CCC2C2CCC3=CC(=O)CCC3(C)C12 (centres undefined)	-5	-1.0	-8	1	10	-2	104	-2	-1	1
CCOc1ccc(-c2nc(N)nc(C)c2-c2ccc(OC)c(OC)c2)c(O)c1	1	-1.7	2	3	7	8	88	0	11	-2
Cc1cccc(C(=O)NC(=S)Nc2cccc3nc(C)ccc23)c1	-3	-2.2	-4	-12	-6	3	93	0	-2	1
CC1=C(C(=O)Nc2ccccn2)C(c2ccc(Br)cc2)n2ncnc2N1 (centres undefined)	-4	-0.7	-5	-1	2	-5	97	-1	-4	4
CCN(c1ccccc1)S(=O)(=O)c1ccc(OC)c(NC(=O)C2CCC2)c1	-6	-0.8	3	-4	2	3	98	2	2	-2
Cc1ccc(OCCOC(=O)c2sc(=S)n(C)c2C)cc1	5	2.2	3	-5	-11	20	106	38	-1	0
COC(=O)c1c(NC(=O)c2cccs2)sc2c1CCC(C)C2 (centres undefined)	·	-0.8	-7	-1	-4	-4	99	-1	-13	1
Cc1cccc(NC(=O)Cn2nc(-c3cccs3)ccc2=O)c1C	-3	-2.3	-1	1	2	-2	171	-11	-1	-2
COc1ccccc1Cn1[nH]nnc1=S	-9	-1.2	-3	2	6	12	99	-1	2	1
COC(=O)c1ccc(NC(=O)COc2ccc(S(=O)(=O)NC(C)(C)C)cc2)cc1	-5	-1.6	1	-1	1	18	99	0	-4	0
O=C(Cn1ncc2c3ccccc3n(Cc3ccccc3)c2c1=O)N1CCN(c2ccccn2)CC1	·	-0.1	4	5	1	-6	100	2	·	-1
CCN(C(=O)CSc1nnc(Cn2nnc3ccccc32)o1)c1nc(C)cs1	-6	1.2	0	2	-3	5	101	2	-9	-2
CC12CN3CC(C)(CN(C1)C3c1ccc3ccccc3c1O)C2=O (centres undefined)	·	-0.9	-4	0	33	1	94	-1	-8	0
COc1ccc(C(=O)/C=C/C(=O)N(Cc2ccccc2)C(C(=O)NC2CCCCC2)c2ccncc2)c(O)c1 (centres undefined)	-5	0.5	-1	-4	1	21	101	0	0	1
Fc1ccc(COc2ccc(-c3nnco3)cc2)cc1	-3	-0.7	-3	-3	-4	2	98	1	-1	-2
O=C(Nc1ccc(N2CCOCC2)cc1)c1cccc(S(=O)(=O)N2CCOCC2)c1	-5	0.3	7	2	3	6	97	-2	-5	1
O=C(Oc1ccc(C(=S)N2CCOCC2)cc1Cl)c1ccccc1F	-1	-1.7	-4	3	-5	-1	102	-1	3	2

Compound activity as filed in PubChem.
